# Screening data from PubChem.
# Pin1 inh – inhibitors of human Pin1; Q13526; Pin1 FP peptide displacement, HiFluor488, 10 min; Potency, µM (series often up to 115 µM), without a hit: at the top dose activity, negative = inhibition, hits mostly inhibitors; 0.009% of 390,000 active; AID 504891; active = well fitted inhibition curve with a large enough effect in the polarisation, with a control signal flat, not every such curve was filed as active; inconclusive = small, poorly fitted or top-dose-only effect, or effect the other way, or a change in a side signal; inactive = no such curve, though single readings can be large or run the other way; the % refers to the polarisation; also: potency is read from the fitted curve at half-maximal effect; % is scaled to controls: 0 for no effect and ±100 for the full control effect
# Target sequence (Q13526 whole entry, looked up): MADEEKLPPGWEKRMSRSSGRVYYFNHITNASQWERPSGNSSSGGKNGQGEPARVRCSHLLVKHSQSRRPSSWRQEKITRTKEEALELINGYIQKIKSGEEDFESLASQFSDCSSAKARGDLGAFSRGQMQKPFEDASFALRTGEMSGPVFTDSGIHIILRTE
# HP1b chromo inh – HP1-beta chromodomain-methylated histone interaction inhibition; P83916; AlphaScreen HP1-beta / biotin-H3K9me3 peptide binding; Potency, µM (doses to about 114 µM), for inactives: top-dose activity change, negative = inhibition, usual class: inhibitors; 0.56% of 390,000 active; AID 540317; also: potency is read from the fitted curve at half-maximal effect; nearly all actives have a fitted effect of over 70% in size; inactives centre near 23
# Target sequence (P83916 whole entry, looked up): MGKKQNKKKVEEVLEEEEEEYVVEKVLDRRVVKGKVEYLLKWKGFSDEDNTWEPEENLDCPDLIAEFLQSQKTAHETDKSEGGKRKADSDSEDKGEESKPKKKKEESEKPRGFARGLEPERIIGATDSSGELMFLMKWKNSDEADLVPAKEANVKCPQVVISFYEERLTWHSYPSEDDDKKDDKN
#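 Compound inhibition of the preformed complex between 50 nM HP1-beta and 50 nM biotinylated H3K9me3 peptide was read by AlphaScreen. Buffer was PBS pH 7.4 with 0.01% Tween-20. Incubations ran 30 min at room temperature, with 10 ug/mL donor/acceptor beads.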
# PI4K2A block – blocks human PI4K2A kinase activity; Q9BTU6; purified PI4K2A, ADP-Glo luminescence, 1 h; hits give low values; activity change, negative = inhibition, % at 76.9 µM; 0.13% of 420,000 active; in the data active = activity change below about -50%; inconclusive = mostly about -30% to -49%;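 also: -100% = wells without enzyme as full effect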
#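 In this quantitative HTS, ADP production by PI4K2A was quantified luminescently after 1 h at ambient temperature; 100 microM adenosine served as plate-quality control.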
# POLH inh – inhibitors of human DNA polymerase eta; Q9Y253; recombinant Pol eta, fluorescent DNA replication assay; Potency, µM (titrated, usually from 114 µM), for the others: top-dose activity change, negative = inhibition, hits mostly inhibitors; 1.2% of 390,000 active; AID 588591; also: potency is read from the fitted curve at half-maximal effect; % is scaled to controls: 0 for no effect and ±100 for the full control effect
# Target sequence (Q9Y253 whole entry, looked up): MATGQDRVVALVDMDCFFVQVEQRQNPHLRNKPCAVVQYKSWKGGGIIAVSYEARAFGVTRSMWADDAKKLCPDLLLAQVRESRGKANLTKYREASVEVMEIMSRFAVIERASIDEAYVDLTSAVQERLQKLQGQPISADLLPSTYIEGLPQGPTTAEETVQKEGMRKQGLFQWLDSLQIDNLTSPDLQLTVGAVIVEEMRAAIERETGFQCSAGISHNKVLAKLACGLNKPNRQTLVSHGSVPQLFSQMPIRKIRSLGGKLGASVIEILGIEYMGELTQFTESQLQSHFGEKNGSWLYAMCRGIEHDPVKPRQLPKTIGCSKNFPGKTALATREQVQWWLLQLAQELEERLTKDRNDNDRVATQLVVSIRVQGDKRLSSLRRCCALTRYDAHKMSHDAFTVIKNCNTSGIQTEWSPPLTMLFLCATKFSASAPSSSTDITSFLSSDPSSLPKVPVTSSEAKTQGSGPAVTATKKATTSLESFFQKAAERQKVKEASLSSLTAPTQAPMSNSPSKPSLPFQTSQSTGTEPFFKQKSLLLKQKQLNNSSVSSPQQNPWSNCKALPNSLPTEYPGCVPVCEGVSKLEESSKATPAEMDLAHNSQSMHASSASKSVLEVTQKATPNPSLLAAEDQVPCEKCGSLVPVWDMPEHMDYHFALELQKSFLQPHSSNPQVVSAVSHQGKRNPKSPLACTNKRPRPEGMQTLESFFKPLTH
#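 Pol eta (10 nM) was preincubated with compounds for 15 min at room temperature, after which fluorescent replication substrate (50 nM final) was added to start the reaction. Fluorescence was read kinetically at 0 and 10 min.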
# BAZ2B block – blocks human BAZ2B. Q9UIF8. AlphaScreen BAZ2B-H3K14Ac peptide displacement. Potency, µM (top dose mostly 114 µM), for inactives: at the top dose activity change, negative = inhibition, most hits filed as inhibitors. 4.4% of 360,000 active; also: potency is read from the fitted curve at half-maximal effect; % is scaled to controls: 0 for no effect and ±100 for the full control effect; nearly all actives have a fitted effect of over 60% in size
#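 Complex of BAZ2B and biotin-H3K14Ac (50 nM apiece) forms over 30 min at RT, then faces library compounds up to 110 uM for another 30 min; AlphaScreen beads added, 20 min dark incubation, luminescence read.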
# G9a block – G9a (human) methyltransferase inhibition; Q96KQ7; G9a H3K9 monomethylation, AlphaScreen, 2 h; Potency, µM (doses to about 102 µM), for inactives: top-dose activity, negative = inhibition, hits mostly inhibitors; 8.8% of 350,000 active; AID 504332; also: potency is read from the fitted curve at half-maximal effect; % is scaled to controls: 0 for no effect and ±100 for the full control effect; nearly all actives have a fitted effect of over 75% in size
#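 Chemiluminescent proximity detection of H3K9 monomethylation, read after 10 min bead incubation in the dark. Reaction: 20 nM G9a, 500 nM biotin-H3K9 peptide, 20 uM SAM cofactor, 2 h, room temperature, following 15 min enzyme-compound preincubation.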
# Tb PGK inh – inhibitors of T. brucei phosphoglycerate kinase; 0.043% of 380,000 active; P07378; PGK/GAPDH coupled, Kinase-Glo luminescence, 60 min; Potency, µM (series often up to 57.5 µM), without a hit: at the highest dose activity change, negative = inhibition, hits mostly inhibitors; also: potency is read from the fitted curve at half-maximal effect; % is scaled to controls: 0 for no effect and ±100 for the full control effect; nearly all actives have a fitted effect of over 60% in size
#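 Recombinant glycosomal PGK reaction used 1,3-bisphosphoglycerate generated in-well by GAPDH (100nM final) in 100mM TEA pH 7.6, 5mM MgCl2, 0.01% Tween-20. After 60 minutes at room temperature, ATP was read by Kinase-Glo Plus luminescence end-point.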
# GLS inh – blocks human kidney-isoform glutaminase activity; O94925; GLS enzymatic activity, qHTS titration; Potency, µM (series often up to 45.5 µM), without a hit: at the top dose activity change, negative = inhibition, usual class: inhibitors; 0.21% of 410,000 active; also: potency is read from the fitted curve at half-maximal effect; % is scaled to controls: 0 for no effect and ±100 for the full control effect
#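 hKGA in 45 mM KH2PO4 (pH 8.2), 0.02% Tween-20 with compound, then 1mM L-Glutamine (stock as added) plus glutamate oxidase/HRP/Amplex red coupling mix. Fluorescence read initially and after 30 min at RT; signal change reflects glutamate formation.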
# JMJD2A Tudor inh – JMJD2A Tudor domain (human) inhibition. Potency, µM (top dose mostly 114 µM), for the others: top-dose activity change, negative = inhibition, usual class: inhibitors. AlphaScreen JMJD2A-Tudor / H3K4me3 peptide binding. 4.4% of 390,000 active; also: potency is read from the fitted curve at half-maximal effect; % is scaled to controls: 0 for no effect and ±100 for the full control effect; nearly all actives have a fitted effect of over 50% in size
# * hit, by the source's call; i = inactive; ? = inconclusive; / = no result given; & = joins results of further samples; ! = not active in a repeat; [ ] = another dose, or the depositor's remark. Unless noted, calls follow the shape of the dose curve; as a rule, active = well fitted curve in the direction sought with a large enough effect; inconclusive = small, poorly fitted or top-dose-only effect, or another doubt; inactive = no such curve, though single readings can be large; an effect the other way counts as inactive or inconclusive.
SMILES,Pin1 inh,HP1b chromo inh,PI4K2A block,POLH inh,BAZ2B block,G9a block,Tb PGK inh,GLS inh,JMJD2A Tudor inh
Cc1nn(-c2ccccc2)c(C)c1C(=O)OCC(=O)NC(=O)NC1CCCC1,-5%,-1%,-14,-8%,8%,17%,i,6%,-21%
Cc1ccc(NC(=O)C2(NC(=O)c3cccc(N4C(=O)CSC4c4ccccc4)c3)CCCCC2)cc1 (centres undefined),20%,54%[activator],-4,-2%,?,?,-6%,2%,0%[57.1 µM]
COc1ccc(NC(=O)c2ccc3c(c2)c(C)c(C)n3Cc2ccc(F)cc2)c(OC)c1,41%[activator],18%,1,2%,-32%,?,0%,-2%,?
N#Cc1ccc(OCC(=O)NN2Cc3ccccc3C2=N)cc1,0%,15%,2,-9%,2%,-40%,3%,2%,?
CC(=O)c1c(C)[nH]c(C(=O)OCC(=O)Nc2cccnc2Cl)c1C,-5%,1%,-11,6%,/,/,1%,-11%,-22%
O=C(Nc1ccc(N2CCN(C(=O)c3ccco3)CC2)cc1)c1ccc(Br)cc1,5%,37%,-6,-18%,-17%,0%,-4%,0%,-9%
Cc1[nH]c2ccccc2c1C(c1ccncc1)N1CCC(C)CC1 (centres undefined),-1%,-12%,3,-14%,-11%,28µM*,4%,3%,?
O=C(N/N=C/c1ccccc1[N+](=O)[O-])c1cccs1,-4%,14%,13,-18%,-18%,18%[59 µM],-3%,3%,-14%
COc1ccc([N+](=O)[O-])cc1NC(=O)CC1SC(=Nc2cccc(C)c2C)N(/N=C/c2cccc(OC)c2OC)C1=O (centres undefined),12%&27%,-14%&26%,-3&-13,-18%&-9%,-22%,35µM*,-2%&1%,?,-29%&-25%
COc1ccc(C(=O)OCc2csc(C)n2)c(O)c1,1%,53%[activator],3,-20%,2%,27%,-6%,-14%,14%
O=C(Nc1ccc2oc(-c3ccncc3)nc2c1)c1ccc2c(c1)OCCO2,55%[activator],-19%,-4,-1%,56µM*,20µM*,-14%,2%,56µM*
Cc1ccc(C#CC[N+]2(C)CCCCC2)cc1,0%,33%,3,-6%,1%,?,4%,6%,9%
O=C(COc1ccc(Cl)cc1Cl)OCC(=O)N1CCCc2ccccc21,?,87%[activator],3,-25%,23%,27%,2%,-1%,40%[activator]
COC(=O)c1ccc(CNC(=O)COC(=O)c2cc(Cl)ccc2O)cc1,2%,25%,-3,-15%,/,/,-2%,4%,3%
OCCC1CN(Cc2cccn2-c2ccccn2)CCN1C1CCCC1 (centres undefined),0%,20%,-1,-10%,1%,7%,i,-4%,-21%
Cc1ccc(S(=O)(=O)Nc2c(O)c3ccccc3oc2=O)cc1C,-17%,-1%,-3,7%,5%,50µM*,-9%,0%,-1%
CCOC(=O)NC(=O)c1cn(N(C)c2ncc(C(F)(F)F)cc2Cl)c(=O)[nH]c1=O,0%,41%[activator],2,-23%,-7%,-10%,-2%,2%,-15%
COc1cccc(-c2nc3c(c(SCC(=O)Nc4cc(C)ccc4C)n2)Cc2c(CO)cnc(C)c2O3)c1,-6%,13%,-1,-2%,-32%,-26%[59 µM],5%,-10%,-5%
Cc1c(Cl)ccc2c1NC(=O)[C@]21N[C@@H](Cc2ccccc2)[C@H]2C(=O)N(c3ccc(F)cc3)C(=O)[C@H]21,6%,12%,-4,-21%,?,1.6µM*,-13%,5%,-29%
Cc1cccc(N2C(=O)CS(=O)(=O)C23C(=O)N(Cc2c(F)cccc2Cl)c2ccccc23)c1 (centres undefined),21%,16%,-1,-7%,2%[57.1 µM],-33%[59 µM],-6%,0%,-17%
CCOc1cc(C=NN=C2c3ccccc3-c3ccccc32)ccc1O,4%,50µM*,7,-18%,/,/,i,-15%,25µM*
CC(O)c1nc(C(C)O)n(CC(=O)c2ccccc2)n1 (centres undefined),9%,46%[activator],3,-26%,-2%,-8%[2.33 µM],-6%,-9%,-3%
COc1ccc(C)cc1S(=O)(=O)N1CCOCC1,-6%,?,1,-2%,7%,/,i,0%,-27%[11.4 µM]
COc1ccc(C(=O)Nc2ccc(N3CCCCC3)cc2)cc1Br,15%,8%,5,-19%,-4%,20%[59 µM],2%,5%,5%
CCOc1ccc(N=C2NC(=O)SC2CC(=O)OC)cc1 (centres undefined),2%,14%,-1,-3%,?,44%[59 µM],0%,-16%,-1%
# Other entries follow.
SMILES,Pin1 inh,HP1b chromo inh,PI4K2A block,POLH inh,BAZ2B block,G9a block,Tb PGK inh,GLS inh,JMJD2A Tudor inh
FC(F)(F)c1cccc(N/N=C/c2ccccc2)c1,-11%,?,2,-11%,?,-19%[59 µM],-8%,8%,?
Cn1cc(S(=O)(=O)N2CCC(C(N)=O)CC2)c(=O)n(C)c1=O,2%,26%,-1,-12%,2%,-2%,-1%,8%,-7%
N#CC1=C(N)Oc2cc(N)ccc2C1c1ccc(Cl)cc1 (centres undefined),-2%,1%,-2,-26%,?,-24%,i,12%,-28%
OCCN(Cc1ccccc1)Cc1ccc(Cl)cc1,2%,?,1,-5%,?,22µM*,-5%,0%,10µM*
CCN1CCN(c2cc(C)c3cc(NC(=O)c4cncc(Br)c4)ccc3n2)CC1,-3%,-19%,5,-20%,-9%,?,-2%,-3%,?
COc1cc(/C=N/NC(=O)c2cccc([N+](=O)[O-])c2)ccc1OC(=O)c1ccco1,3%,?,0,-3%,6%,?,-5%,12%,-8%[11.4 µM]
OC(Cc1cccnc1)(c1ccccc1)c1ccccc1,-7%,8%,4,-19%,/,/,7%,0%,-17%
COC(=O)c1ccc(CN2CCN(Cc3ccccc3)C(CCO)C2)cc1 (centres undefined),0%,21%,3,-16%,-3%,-20%,i,-12%,-4%
Cc1cc([N+](=O)[O-])nn1Cc1c(F)c(F)c(F)c(F)c1F,1%,29%,3,-9%,-4%,4%[0.501 µM],1%,-3%,-9%
CCCCC(=O)NC(c1ccco1)c1c(O)ccc2ccccc12 (centres undefined),-7%,-7%,4,-18%,-38%,-25%[12.7 µM],-4%,0%,-35%
CCC(C(=O)Nc1cccc(C(F)(F)F)c1)c1ccccc1 (centres undefined),?,99%[activator],-20,-10%,1%,87%[activator],-1%,2%,20%
CCOC(=O)N1CCN(C(=O)c2ccc3c(c2)N=C(C)c2cc(Cl)ccc2S3)CC1,-1%,0%,5,?,?,/,-1%,-1%,?
CC(=O)N1CCN(c2ccc(S(=O)(=O)N3CCOCC3)cc2[N+](=O)[O-])CC1,-4%,18%[57 µM],2,-21%,/,/,i,1%,-14%
Cc1ccc(S(=O)(=O)C2(C(=O)Nc3ccc(F)cc3)CC2)cc1,7%,19%,7,-16%,1%,-6%[59 µM],3%,0%,-5%
Cc1ccc2cc3cc(C(=O)NCCC(C)C)oc3nc2c1,5%,22%,5,2%,8%,-8%[59 µM],4%,-2%,-12%
Cn1cnc(S(=O)(=O)N2CCC(C(=O)NCc3ccccc3)CC2)c1,-9%,-5%,0,-8%,?,-5%[59 µM],8%,-9%,-5%
Cc1cccc(N2CC(C(=O)Nc3ccc(N4CCOCC4)cc3)CC2=O)c1C (centres undefined),-4%,15%,-4,?,/,/,-9%,12%,-17%
O=C(CSc1ncc(-c2ccccc2)n1CC1CCCO1)N1CCCCC1 (centres undefined),-4%,28%,7,-3%,19%,-33%,-11%,-10%,-3%
O=C1c2ccccc2C(=O)C1c1ccccc1,-3%,20%,5&-3,-7%,?,35µM*!,0%,-3%,-28%
CN(Cc1nc(Cc2cccc(F)c2)no1)CC1COCCO1 (centres undefined),-2%,22%,1,-10%,2%,-9%,-4%,-20%,-1%
Nc1ccc(C(=O)NCC2(c3ccccc3)CCCC2)cc1,1%,15%,5,-3%,-25%,2%,0%,-7%,-29%
O=C(c1ccc(F)cc1)C1CCN(C(=S)NCC2CCCO2)CC1 (centres undefined),-7%,47%[activator],2,-14%,1%,12%,i,-8%,-6%
CCOC(=O)COc1ccc(C)cc1C(=O)c1ccn2nc(-c3ccc(F)cc3)cc2n1,-2%,45%[activator],1,-23%,-3%,6%[59 µM],8%,1%,4%
CC(C)(C)c1ccc(C(=O)N2CCCN(c3ccc([N+](=O)[O-])cn3)CC2)cc1,-3%,22%,-3,-12%,1%,-2%[59 µM],i,6%,-34%
Cc1cc(C)n(C(=O)c2ccccc2[N+](=O)[O-])n1,-5%,34%,-1,-15%,-10%,-5%[59 µM],-2%,0%,-11%
# The listing continues.
SMILES,Pin1 inh,HP1b chromo inh,PI4K2A block,POLH inh,BAZ2B block,G9a block,Tb PGK inh,GLS inh,JMJD2A Tudor inh
CS(=O)(=O)c1ccccc1C(=O)NCCC(c1ccccc1)c1ccccc1,4%,26%,5,-1%,5%,-8%,3%,2%,-10%
CCOc1cc(C(N)=O)cc(Cl)c1OCC,-3%,18%,1,-15%,-18%,14%[12.7 µM],-2%,8%,?
COc1cc(/C=N/NC(=O)CCN2CCN(Cc3ccccc3)CC2)cc(OC)c1OC,0%,2%,4,-4%,0%,15%[59 µM],-6%,0%,-24%
Cc1ccc(-c2ccc(S(=O)(=O)N3CCCC3)cc2)cc1,-1%,35%,-10,-18%,-3%,?,-12%,-1%,-4%
Cc1ccc(C(C#N)=Cc2ccc3c(c2)OCO3)cc1,/,/,-9,-6%,/,/,-5%,0%,/
COc1ccc(NS(=O)(=O)c2cc(NC(=O)c3cnccn3)ccc2N2CCCC2)cc1,4%,?,-3,-1%,-7%,?,-14%,-9%,?
COC(=O)c1ccc(CSc2nnc(-c3c[nH]c4ccccc34)n2C)o1,-2%,49%[activator],-3,-15%,-7%,-39%,6%,-1%,-8%

# An excerpt; count on the stated rates, not on these rows.
